Pin1 inhibitor: human Pin1 inhibition | Potency, µM (top dose mostly 115 µM), without a hit: at the highest dose activity, negative = inhibition, hits mostly inhibitors | AID 504891 | Pin1 FP peptide displacement, HiFluor488, 10 min | Q13526 | hit rate 0.009% among 390,000; active = well fitted inhibition curve with a large enough effect in the polarisation, with a control signal flat, not every such curve was filed as active; inconclusive = small, poorly fitted or top-dose-only effect, or effect the other way, or a change in a side signal; inactive = no such curve, though single readings can be large or run the other way; the % refers to the polarisation; note: potency is the fitted concentration of half-maximal effect; % is set by controls: 0 for no effect and ±100 for the full control effect
Target sequence (Q13526 whole entry, looked up): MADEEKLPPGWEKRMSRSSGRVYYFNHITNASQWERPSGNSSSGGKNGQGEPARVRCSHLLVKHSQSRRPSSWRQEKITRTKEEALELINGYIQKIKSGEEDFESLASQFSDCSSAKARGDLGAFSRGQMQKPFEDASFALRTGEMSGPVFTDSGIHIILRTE
D2 antagonist: antagonists of human D2 dopamine receptor. P14416. HEK293 TREx D2 cells, calcium flux, dopamine EC80. inhibition, % at 10 µM. hit rate 2% among 340,000. AID 485344; in the data active = inhibition above about 30%; note: 0% is about no effect
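Overnight-induced (tetracycline, 30 C) HEK293 T-REx cells carrying force-coupled D2 receive a no-wash calcium dye, then compound, then EC80 dopamine at 180 s; signals are read kinetically throughout.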
TRHR agonist: TRH receptor (human) agonism; AID 493084; TRHR cells, calcium flux fluo-8, FDSS agonist mode; hit rate 0.18% among 360,000; activation, % at 2 µM; in the data active = activation above about 30%; note: 0% is about no effect
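Steps: seed TRHR cells overnight; add fluo-8 no-wash Ca dye, RT 30 min–1.5 h; record 10 s baseline; pin-transfer compounds; monitor fluorescence 1 cycle/s for the agonist window. Calcium increases flag candidate agonists.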
D2 agonist: D2 dopamine receptor (human) agonism; hit rate 0.53% among 340,000; P14416; AID 485358; HEK293 T-REx D2 cells, calcium flux agonist mode; activation, % at 2 µM;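 active = activation over 3 SD above normal in the single-dose calcium agonist read, cut at about 30% in these data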; note: 0% is about no effect
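HEK293 Trex D2 cells, tetracycline-induced, o/n 30 C 5% CO2; no-wash Ca dye, RT 30–90 min; 10-cycle baseline, 23 nl cpd added, kinetic Ca read 180 s; agonist hits = positive Ca response.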
TRHR enhancer: allosteric enhancers of human TRH receptor. P34981. AID 493056. hit rate 0.66% among 360,000. TRHR cells, fluo-8 calcium fluorescence, EC20 TRH enhancement. enhancement, % at 2 µM; in the data active = enhancement above about 30%; note: 0% is about no effect
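Enhancer read-out: after compound pinning and an initial kinetic agonist-mode read, an EC20 of TRH (10 nM final) was injected and fluo-8 calcium signal (Ex 480/Em 530) followed at 1 s/cycle for 100 cycles in TRHR-expressing cells.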
mIDH1 inhibitor: inhibitors of human mutant IDH1 R132H. O75874. IDH1-R132H enzyme, NADPH consumption, diaphorase/resazurin fluorescence. Potency, µM (highest dose often 76.6 µM), without a hit: at the top dose activity change, negative = inhibition, usual class: inhibitors. hit rate 0.093% among 390,000. AID 602179; note: potency is the fitted concentration of half-maximal effect; % is set by controls: 0 for no effect and ±100 for the full control effect; nearly all actives have a fitted effect of over 65% in size
Target sequence (O75874 whole entry R132H, stated change not applied): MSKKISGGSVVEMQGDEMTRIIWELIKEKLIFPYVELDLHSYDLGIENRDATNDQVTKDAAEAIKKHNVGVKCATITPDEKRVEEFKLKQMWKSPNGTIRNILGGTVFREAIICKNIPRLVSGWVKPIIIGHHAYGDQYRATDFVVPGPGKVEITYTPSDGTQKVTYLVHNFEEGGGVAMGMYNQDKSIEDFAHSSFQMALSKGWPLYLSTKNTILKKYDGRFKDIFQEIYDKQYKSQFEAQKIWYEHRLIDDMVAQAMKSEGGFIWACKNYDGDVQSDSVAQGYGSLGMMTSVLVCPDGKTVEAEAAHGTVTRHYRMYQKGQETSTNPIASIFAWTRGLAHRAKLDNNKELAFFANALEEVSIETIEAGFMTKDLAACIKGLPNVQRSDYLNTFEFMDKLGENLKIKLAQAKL
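IDH1-R132H (0.5 ug/mL dispensed) in pH 7.5 Tris buffer was preincubated 30 min with compound, then given a substrate mix of 0.016 mM NADPH and 2 mM alpha-KG for 80 min at room temperature; remaining NADPH was read by diaphorase/resazurin fluorescence.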
TrxR1 substrate: substrates of rat thioredoxin reductase 1; O89049; purified TrxR1 substrate turnover, NADPH consumption readout; Potency, µM (series often up to 114 µM), for the others: at the highest dose activity change, negative = substrate turnover; hit rate 0.01% among 390,000; AID 588456; note: potency is the fitted concentration of half-maximal effect; % is set by controls: 0 for no effect and ±100 for the full control effect; nearly all actives have a fitted effect of over 50% in size
Target sequence (O89049 whole entry, looked up): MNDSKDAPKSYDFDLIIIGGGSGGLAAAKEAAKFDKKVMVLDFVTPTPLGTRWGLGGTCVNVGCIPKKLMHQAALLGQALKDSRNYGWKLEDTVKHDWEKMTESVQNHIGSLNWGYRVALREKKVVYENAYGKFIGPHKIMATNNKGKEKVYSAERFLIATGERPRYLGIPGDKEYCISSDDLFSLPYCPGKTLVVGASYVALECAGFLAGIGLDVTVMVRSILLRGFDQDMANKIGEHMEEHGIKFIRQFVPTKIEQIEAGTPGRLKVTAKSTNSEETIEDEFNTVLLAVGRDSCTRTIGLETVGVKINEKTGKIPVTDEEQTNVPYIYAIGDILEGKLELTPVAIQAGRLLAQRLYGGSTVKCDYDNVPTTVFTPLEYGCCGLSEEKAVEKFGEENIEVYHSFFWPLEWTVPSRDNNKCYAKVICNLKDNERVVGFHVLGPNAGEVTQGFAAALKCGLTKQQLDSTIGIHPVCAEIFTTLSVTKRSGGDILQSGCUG
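Rat TrxR1, dispensed at 90 nM, was prereduced with 400 uM NADPH (final) for 5 min at ~22 deg C, then incubated with compound 15 min before 400 uM selenite. A first-read NADPH fluorescence drop versus no-compound background flagged substrates.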
rTrxR1 inhibitor: rat TrxR1 inhibition. O89049. hit rate 1% among 390,000. Potency, µM (series often up to 114 µM), for the others: top-dose activity change, negative = inhibition, hits mostly inhibitors. recombinant rTrxR1, NADPH fluorescence consumption, selenite substrate; note: potency is the fitted concentration of half-maximal effect; % is set by controls: 0 for no effect and ±100 for the full control effect; nearly all actives have a fitted effect of over 65% in size
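Rat TrxR1 (90 nM in the dispensed reagent) was pre-reduced with 400 uM NADPH for 5 min at room temperature, then incubated with compound for 15 min. After 400 uM selenite was added, NADPH fluorescence (Ex 340/Em 450 nm) was followed for 8 min.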
USP1-UAF1 inh: USP1/UAF1 (human) deubiquitinase inhibition. AID 743255. hit rate 0.23% among 390,000. recombinant USP1/UAF1, Ub-Rhodamine cleavage fluorescence. Potency, µM (series often up to 57.1 µM), inactives show at the highest dose activity change, negative = inhibition, hits mostly inhibitors; note: potency is the fitted concentration of half-maximal effect; % is set by controls: 0 for no effect and ±100 for the full control effect; nearly all actives have a fitted effect of over 60% in size; inactives centre near -12
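High-throughput fluorogenic screen: 1nM USP1/UAF1 complex, Ub-Rho substrate 150nM final, 50mM HEPES pH 7.8 with 0.5mM EDTA, 0.1 mg/ml BSA, 1mM TCEP and 0.01% Tween-20.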
* hit, by the source's call; ? = inconclusive; . = no result given; [ ] = remark or other dose. Unless noted, calls come from the whole dose curve; as a rule, active = well fitted inhibition curve with a large enough effect; inconclusive = small, poorly fitted or top-dose-only effect; inactive = no such curve, though single readings can be large or run the other way. Some of the compounds tested, so the mix of outcomes need not match the whole.

SMILES	Pin1 inhibitor	D2 antagonist	TRHR agonist	D2 agonist	TRHR enhancer	mIDH1 inhibitor	TrxR1 substrate	rTrxR1 inhibitor	USP1-UAF1 inh
Cc1cccc(C)c1N1C(=O)[C@@H]2C(c3ccccc3Cl)=NO[C@@H]2C1=O	5%	.	0.8	.	-4	-1%	-4%	-2%	-7%
COc1ccc(OC)c(NC(=O)Cc2nn(C)c(=O)c3ccccc23)c1	-8%	10	0.1	0.4	-3	1%	-5%	-3%	-14%
O=C(Cn1ncc2ccccc21)N1CCc2ccccc21	-9%	6	-0.1	1.3	11	11%	1%	6%	-1%
COc1ccc(C(=O)COC(=O)CN2CC(=O)Oc3ccccc32)cc1Br	-11%	-6	0.1	-0.2	-5	3%	-3%	-17%	-23%
Cc1cccc2nc3c(nc12)-c1ccccc1C3=O	-1%	4	0.5	-0.5	-1	1%	-2%[57.1 µM]	4%[57.1 µM]	-11%
CC(OC(=O)c1c(F)cccc1F)C(=O)NCCC1=CCCCC1 (stereo not given)	-2%	.	.	.	.	1%	-7%[2.29 µM]	-14%[57.1 µM]	-17%
O=C(NC(=S)Nc1ccc(CN2CCOCC2)cc1)c1ccc([N+](=O)[O-])cc1Cl	4%	16	0.4	5.6	3	-3%	-4%	-23%	-12%
CN(C)c1ccc(C(CNC(=O)COc2ccccc2)N2CCOCC2)cc1 (stereo not given)	-4%	.	0.2	1.4	-2	0%	5%[57.1 µM]	5%[57.1 µM]	-9%
O=c1[nH]c2ccc(S(=O)(=O)NCc3ccccn3)cc2s1	-6%	-1	-0.4	0.2	0	-3%	-4%	1%	1%
O=CNC(=O)c1ccccc1C(=O)O	-1%	7	0.0	1.8	-4	2%	-4%	-6%	-3%
CSCC[C@H](NC(=O)C1CCN(C(=O)[C@@H](N)Cc2ccccc2)CC1)C(=O)O	-4%	-19	0.8	-0.1	9	4%	7%	13%	-11%
CN(C)C1(CN=Cc2cc(Cl)cc([N+](=O)[O-])c2O)CCCCC1	-13%	8	0.9	-1.7	9	-2%	-3%	-12%	-29%
COc1cc(C(=O)NN2C(=O)NC3(CCC(C)CC3)C2=O)ccc1OC(F)F (stereo not given)	2%	.	.	.	.	1%	-7%	-1%	-20%
O=[N+]([O-])c1cc(Cl)cc(/C=N/n2cnnc2)c1O	0%	4	2.3	0.7	-10	1%	-7%[57.1 µM]	?	-10%
O=C(CSc1nnc(NC(=O)C2CCC2)s1)Nc1ccccc1	-7%	15	0.0	0.5	10	2%	-5%	3%	-15%
CCC1CCCCN1C(=O)COC(=O)c1ccc(Br)o1 (stereo not given)	-3%	10	-0.3	0.6	0	-2%	4%	17%	-11%
Cc1ccc(NC(=O)Cn2cnc3sc(C)c(S(=O)(=O)N4CCN(c5ncccn5)CC4)c3c2=O)cc1F	50%[activator]	.	-1.1	0.1	-1	-11%	-2%	7%	?
CCOc1cccc(C(=O)NC(=S)Nc2ccc(Cl)cc2C(=O)O)c1	1%	5	-0.1	-1.0	-4	-8%	7%[57.1 µM]	18%[57.1 µM]	18%
CCC(C)c1ccc(S(=O)(=O)N2CCN(CC(O)CN3CCOCC3)CC2)cc1 (stereo not given)	-9%	9	-0.5	0.2	0	0%	6%	22%	-15%
CCCCCCNCC(=O)N1CCC(Cc2ccccc2)CC1	-1%	-19	1.1	0.4	8	1%	6%[0.0914 µM]	11%[57.1 µM]	-4%

Gathered by group, those above with bromine.
SMILES	Pin1 inhibitor	D2 antagonist	TRHR agonist	D2 agonist	TRHR enhancer	mIDH1 inhibitor	TrxR1 substrate	rTrxR1 inhibitor	USP1-UAF1 inh
COc1ccc(C(=O)COC(=O)CN2CC(=O)Oc3ccccc32)cc1Br	-11%	-6	0.1	-0.2	-5	3%	-3%	-17%	-23%
CCC1CCCCN1C(=O)COC(=O)c1ccc(Br)o1 (stereo not given)	-3%	10	-0.3	0.6	0	-2%	4%	17%	-11%

In a second layout: results already given
Values run as follows: Pin1 inhibitor	D2 antagonist	TRHR agonist	D2 agonist	TRHR enhancer	mIDH1 inhibitor	TrxR1 substrate	rTrxR1 inhibitor	USP1-UAF1 inh
> CCC1CCCCN1C(=O)COC(=O)c1ccc(Br)o1 (stereo not given)
→ -3%	10	-0.3	0.6	0	-2%	4%	17%	-11%
> O=C(CSc1nnc(NC(=O)C2CCC2)s1)Nc1ccccc1
→ -7%	15	0.0	0.5	10	2%	-5%	3%	-15%

More structures
SMILES	Pin1 inhibitor	D2 antagonist	TRHR agonist	D2 agonist	TRHR enhancer	mIDH1 inhibitor	TrxR1 substrate	rTrxR1 inhibitor	USP1-UAF1 inh
CCOC(=O)c1ccc(NC(=O)N2CCc3ccccc32)cc1	3%	-18	-0.2	-1.5	-3	4%	3%	4%	-14%
COc1cccc2cc(C(=O)Nc3cccc(C)n3)c(=O)oc12	2%	-5	0.9	0.5	1	7%	-9%	2%	-7%
CS(=O)(=O)N(CC(=O)NCC1CCCO1)c1cc(Cl)ccc1Cl (stereo not given)	2%	-17	0.3	-0.3	4	0%	-1%	1%	-7%
O=C(NNC(=O)c1ccc(-c2ccc([N+](=O)[O-])cc2)o1)c1ccncc1	?	10	-0.2	-0.6	-8	-4%	-7%	4%	-19%
Cc1cccc2sc(NNC(=O)c3cc(-c4cccs4)nc4ccccc34)nc12	11%	19	0.3	2.6	-6	-4%	12%	9%	?
Cc1ccc(CCNC(=O)Cn2ccc3cc(S(=O)(=O)N4CCCC4)ccc32)cc1	7%	-6	0.1	-0.1	-8	4%	3%	20%	-21%
O=C(NCCC1=CCCCC1)c1ccc(Cl)c(S(=O)(=O)N2CCOCC2)c1	-1%	-6	0.5	0.0	1	-1%	-9%	-11%	0%
CC(=O)Nc1ccccc1Nc1cc(C#N)c(C#N)cc1[N+](=O)[O-]	1%	-2	0.3	0.3	4	3%	-7%	-8%	-19%
COC(CNC(=O)Cn1ncc2ccsc2c1=O)OC	-1%	4	0.3	1.0	-5	-11%	-2%[57.1 µM]	6%[57.1 µM]	-6%
COc1ccc(CCNC(=O)COC(=O)/C=C/c2cccs2)cc1	-11%	-20	0.2	-2.0	8	7%	-15%[57.1 µM]	28%[57.1 µM]	-14%
O=C1Nc2ccc(Br)cc2C1(O)c1ccccc1 (stereo not given)	-11%	-4	0.4	1.0	3	8%	2%	2%	-14%
CCOC(=O)c1ccc(-n2c(CN3CCC(O)CC3)nc3ccc([N+](=O)[O-])cc3c2=O)cc1	3%	9	1.0	0.5	1	4%	-10%	50µM*	?
O=C(COCC(=O)NCc1ccccc1)NCc1ccccc1	1%	-34	-0.9	1.9	-14	8%	-3%	-12%	-17%
Cc1nn(C)c(-c2n[nH]c(=S)n2Cc2ccco2)c1Cl	-1%	5	-0.7	1.2	3	-2%	-13%	-27%	-14%
CC1CCN(S(=O)(=O)c2ccc(S(=O)(=O)NCC3COCCO3)cc2)CC1 (stereo not given)	1%	5	-0.3	-0.1	2	-4%	-1%	15%	-9%
CCOCCc1nn2c(=O)cc(COC(=O)c3ccc(NC(=O)c4cccs4)cc3)nc2s1	1%	.	-0.6	.	8	21%	4%[57.1 µM]	11%[57.1 µM]	-4%
O=C1c2ccccc2C(=O)C1(c1ccccc1)N1CCN(c2cccc(Cl)c2)CC1	-10%	.	0.7	0.4	-4	-7%	-7%	11%	-18%
CCc1ccc(NC(=O)c2cc(-c3ccc(F)cc3)on2)cc1	-3%	.	0.2	.	-5	-15%	9%	35%	-14%
CN(C(=O)c1cccc(NC(=O)Cc2cccc(NC(=O)C3CCCN(C(=O)C4CCC4)C3)c2)c1)C1CCC1 (stereo not given)	11%	.	.	.	.	2%[38.3 µM]	8%	12%	-22%
O=[N+]([O-])c1ccc2nc(-c3ccncc3)[nH]c2c1	-1%	-13	1.0	0.2	2	7%	-10%	-15%	-8%

Two compounds picked at random from those above:
SMILES	Pin1 inhibitor	D2 antagonist	TRHR agonist	D2 agonist	TRHR enhancer	mIDH1 inhibitor	TrxR1 substrate	rTrxR1 inhibitor	USP1-UAF1 inh
CCOC(=O)c1ccc(NC(=O)N2CCc3ccccc32)cc1	3%	-18	-0.2	-1.5	-3	4%	3%	4%	-14%
CCC(C)c1ccc(S(=O)(=O)N2CCN(CC(O)CN3CCOCC3)CC2)cc1 (stereo not given)	-9%	9	-0.5	0.2	0	0%	6%	22%	-15%

Next section.
SMILES	Pin1 inhibitor	D2 antagonist	TRHR agonist	D2 agonist	TRHR enhancer	mIDH1 inhibitor	TrxR1 substrate	rTrxR1 inhibitor	USP1-UAF1 inh
CCC(c1nnnn1Cc1ccccc1)N1CCN(c2ccc(OC)cc2)CC1 (stereo not given)	-1%	-15	0.2	0.4	-4	0%	-8%	8%	-14%
CCCCn1c(N)c(N(C(=O)CSc2nnnn2-c2ccc(C)cc2)C2CCCC2)c(=O)[nH]c1=O	2%	.	.	.	.	-8%	5%	17%	-16%
CCCN(CCC)S(=O)(=O)c1cccc(C(=O)N=c2sccn2C)c1	-10%	11	0.4	-0.9	-2	6%	11%	-9%	-17%
CCN(C(=O)CSc1cccc[n+]1[O-])c1ccccc1	-13%	.	.	.	.	3%	-7%	-8%	-18%
OC(CN1CCOCC1)Cn1c2c(c3ccccc31)CCCC2 (stereo not given)	6%	-14	1.0	0.1	-4	8%	10%[57.1 µM]	17%[57.1 µM]	?
CCc1ccc(Sc2cc(C(=O)NCCCOC(C)C)c3ccccc3n2)cc1	7%	.	0.1	0.1	-9	9%	-3%[57.1 µM]	25%[57.1 µM]	-27%

rTrxR1 inhibitor: hit marks shown above
| mol | Pin1 inhibitor | D2 antagonist | TRHR enhancer | mIDH1 inhibitor | TrxR1 substrate | rTrxR1 inhibitor | USP1-UAF1 inh |
| --- | --- | --- | --- | --- | --- | --- | --- |
| CCOC(=O)c1ccc(-n2c(CN3CCC(O)CC3)nc3ccc([N+](=O)[O-])cc3c2=O)cc1 | 3% | 9 | 1 | 4% | -10% | 50µM* | ? |
